From PubChem BioAssay
HDAC3 inh – inhibitors of human histone deacetylase 3; O15379; recombinant HDAC3, fluorogenic peptide/trypsin coupled, fluorescence; inhibition, % at 8.3 µM; hit rate 0.15% among 320,000; AID 2718; in the data active means inhibition above about 26%, passing the limit was not always enough; inconclusive means no clear call, values can overlap the other calls
TRPC4 act – activators of mouse TRPC4 channel. HEK293 TRPC4beta/mu-opioid, Fluo4 calcium fluorescence; hits give high values. B-score at 10 µM. AID 2237. Q9QUQ5. hit rate 0.49% among 310,000;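 active means B-score above 5 SD of library B-scores, and initial fluorescence ratio not above library mean plus 5 SD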;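 further: positive B-score marks a calcium rise read as TRPC4 activation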
Target sequence (Q9QUQ5 whole entry, looked up): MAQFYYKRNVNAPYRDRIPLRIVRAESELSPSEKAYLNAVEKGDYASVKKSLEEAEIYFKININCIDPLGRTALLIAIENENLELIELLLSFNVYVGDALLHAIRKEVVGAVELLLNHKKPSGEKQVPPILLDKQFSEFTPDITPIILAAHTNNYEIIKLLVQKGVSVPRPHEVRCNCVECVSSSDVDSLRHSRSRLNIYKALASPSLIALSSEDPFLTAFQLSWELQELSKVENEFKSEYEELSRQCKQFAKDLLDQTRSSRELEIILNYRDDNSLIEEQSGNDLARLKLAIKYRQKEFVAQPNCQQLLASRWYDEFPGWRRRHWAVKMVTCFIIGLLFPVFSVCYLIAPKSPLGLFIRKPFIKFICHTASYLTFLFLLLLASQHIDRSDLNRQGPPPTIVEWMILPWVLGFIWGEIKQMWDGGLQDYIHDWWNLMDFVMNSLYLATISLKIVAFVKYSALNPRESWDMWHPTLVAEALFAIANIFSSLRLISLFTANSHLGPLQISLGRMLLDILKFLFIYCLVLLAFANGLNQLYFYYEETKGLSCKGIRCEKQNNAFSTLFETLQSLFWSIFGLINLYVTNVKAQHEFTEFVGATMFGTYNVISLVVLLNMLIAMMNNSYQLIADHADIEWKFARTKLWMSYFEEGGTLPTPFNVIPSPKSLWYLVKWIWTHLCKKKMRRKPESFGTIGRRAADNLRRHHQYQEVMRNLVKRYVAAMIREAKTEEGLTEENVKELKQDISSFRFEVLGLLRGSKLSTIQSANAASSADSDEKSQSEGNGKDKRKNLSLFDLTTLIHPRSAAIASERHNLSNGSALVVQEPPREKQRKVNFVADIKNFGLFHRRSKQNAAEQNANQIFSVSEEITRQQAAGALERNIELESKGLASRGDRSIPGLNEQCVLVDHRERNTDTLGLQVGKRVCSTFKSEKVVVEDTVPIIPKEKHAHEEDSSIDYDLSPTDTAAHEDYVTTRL
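Technique: kinetic Fluo4 calcium fluorescence; Test system: TRPC4beta and mu-opioid receptor HEK293 stable cells; Measure: B-scored integrated calcium fluorescence ratio; Benchmarks: low control buffer alone, high control maximal DAMGO; Schedule: 45 min room-temperature Fluo4 loading, 110 s read.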
TMEM16A inh – blocks the mouse calcium-activated chloride channel TMEM16A; Q8BHY3; normalized B-score (activity score, 25-100; higher = stronger inhibition) at 10 µM; HEK293 TMEM16A/YFP iodide influx fluorescence, ionomycin; hit rate 1.2% among 310,000;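 active means ratio plate-corrected score three or more library SD toward inhibition, starting fluorescence score within five deviations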;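 further: score derived from kinetic fluorescence span divided by baseline fluorescence per well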
DYRK1A inh – Dyrk1A (rat) kinase inhibition; hit rate 0.43% among 310,000; inhibition, % at 12.5 µM; Q63470; ADP-Glo luminescence, NFATc1 peptide; in the data active means inhibition above about 50%;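 further: plate controls were vehicle with enzyme for no effect and no enzyme for full effect; many of its hits are not listed in these tables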
KCNK9 inh – blocks the human KCNK9 two-pore domain potassium channel; Q9NPC2; HEK293 KCNK9, FluxOR thallium flux fluorescence; hits give low values; B-score at 10 µM; hit rate 1.2% among 310,000; AID 488922;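 active means ratio B-score over 3 SD below the library mean, with starting fluorescence within 5 SD of its mean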;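 further: negative B-score means less thallium flux so channel inhibition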
KCNK3 block – human KCNK3 channel inhibition, primary screen; CHO-KCNK3 thallium flux, FluxOR fluorescence; hits give low values; hit rate 0.84% among 340,000; B-score at 10 µM; O14649;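 active means B-score under library mean minus 4 SD, starting fluorescence ratio at most library mean plus 5 SD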;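 further: more negative B-score means stronger inhibition of thallium flux through KCNK3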
ANO1 activ – mouse TMEM16A channel activation, primary screen. Q8BHY3. HEK293 TMEM16A/YFP-H148Q/I152L, iodide quench fluorescence; hits give low values. B-score at 10 µM. hit rate 0.3% among 340,000. AID 623877;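 active means fluorescence-ratio B-score plate-corrected deviation score at least 3 library SD below zero, with starting fluorescence score within 5 deviations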;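 further: channel opened by trigger with iodide after compound preincubation; score built on the fluorescence ratio of max minus min over baseline; more negative score means more quench and so TMEM16A activation or potentiation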
KCNQ1 inh – blocks the human KCNQ1 potassium channel; CHO-K1 KCNQ1, FluxOR thallium flux fluorescence; hits give high values; B-score at 10 µM; hit rate 1.3% among 310,000; AID 2642;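 active means compounds whose thallium flux B-score, printed positive for inhibition, exceeds three library SD while starting fluorescence stays within three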;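 further: channel opened by potassium depolarization with thallium stimulus after 20 min compound exposure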
TRPC4 potent – allosterically enhances the mouse TRPC4 cation channel; Q9QUQ5; HEK293 TRPC4beta/mu-opioid, DAMGO EC20, Fluo-4 Ca2+ flux; hits give high values; B-score at 10 µM; hit rate 0.42% among 310,000; AID 2227;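 active means B-score of calcium response area above 5 SD of library B-scores, with initial fluorescence ratio within 5 SD of library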;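 further: B-score of integrated fluorescence ratio over time as area under calcium response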
KCNQ1 act – human KCNQ1 channel potentiation or activation | P51787 | CHO-K1 KCNQ1, thallium flux FluxOR fluorescence; hits give high values | B-score at 10 µM | hit rate 0.35% among 310,000 | AID 2648;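 active means fluorescence ratio B-score, a plate-corrected score, at least three library SD, with initial intensity B-score within 5 SD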
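System: Stable KCNQ1 CHO-K1 line | Incubation: 90 min dye loading and 20 min compound exposure, both at room temperature | Measure: Ratio B score | Medium: Assay buffer for compound exposure, DMSO matched across wells | Compound dosing: Single-concentration screen | Probe or stimulus: K+/Tl+ depolarizing stimulus | Measured by: Kinetic FluxOR fluorescence, 10 s baseline plus 110 s post-stimulus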
hERG protect – hERG (human) protection from proarrhythmic block | hit rate 0.51% among 310,000 | AID 1511 | CHO-hERG, FluxOR thallium flux, dofetilide IC70 present | activation (rescue from dofetilide block), less the hit threshold, % at 10 µM | Q12809;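 active means activation above the mean of controls blocked by dofetilide plus 5 SD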;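 further: thallium influx through hERG after potassium depolarization seen as dye fluorescence rise; in these data hits start at about 4.7%; inactives centre near -7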
The depositor's hits bear a star. An excerpt; count on the stated rates, not on these rows.

For OCCN1CCN(C(=S)c2ccc(-c3ccccc3)cc2)CC1 the results were HDAC3 inh 2, TRPC4 act inactive, TMEM16A inh inactive, DYRK1A inh 3, KCNK9 inh inactive, KCNK3 block inactive, ANO1 activ inactive, KCNQ1 inh inactive, TRPC4 potent inactive, KCNQ1 act inactive and hERG protect -4.
`O=C(c1ccco1)N1CCC(n2nnc3ccccc32)CC1` gave HDAC3 inh -1, TRPC4 act inactive, TMEM16A inh inactive, DYRK1A inh 8, KCNK9 inh inactive, KCNK3 block inactive, ANO1 activ inactive, KCNQ1 inh inactive, TRPC4 potent inactive, KCNQ1 act inactive and hERG protect -7.
Screening Cc1ccc(C)c(C(=O)CCC(=O)NNC(=O)Cn2nc(C)cc2C)c1 returned HDAC3 inh 0, TRPC4 act inactive, TMEM16A inh inactive, DYRK1A inh 9, KCNK9 inh inactive, KCNK3 block inactive, ANO1 activ inactive, KCNQ1 inh inactive, TRPC4 potent inactive, KCNQ1 act inactive and hERG protect -2.
O=C(CSc1ccccc1Cl)c1ccco1 was read as HDAC3 inh 3, TRPC4 act inactive, TMEM16A inh inactive, DYRK1A inh 0, KCNK9 inh inactive, KCNK3 block inactive, ANO1 activ inactive, KCNQ1 inh inactive, TRPC4 potent inactive, KCNQ1 act inactive and hERG protect -8.
For O=C(CCc1ccccc1Cl)NC1CCCN(c2ccc(C(F)(F)F)cn2)C1 (stereo not drawn) the results were HDAC3 inh -1, TRPC4 act inactive, TMEM16A inh inactive, DYRK1A inh -1, KCNK9 inh inactive, KCNK3 block inactive, ANO1 activ inactive, KCNQ1 inh inactive, TRPC4 potent inactive, KCNQ1 act inactive and hERG protect -6.
For CCCCn1c(N)c(N(CCOC)C(=O)CCCc2nc3ccccc3c(=O)[nH]2)c(=O)[nH]c1=O the results were TRPC4 act inactive, TMEM16A inh inactive, DYRK1A inh 6, KCNK9 inh inactive, KCNK3 block inactive, ANO1 activ inactive, KCNQ1 inh inactive, TRPC4 potent inactive, KCNQ1 act inactive and hERG protect -4.
`Cc1c(C)n(CC(O)CN2CCOCC2)c2ccccc12` (stereo not drawn) gave HDAC3 inh -3, TRPC4 act inactive, TMEM16A inh inactive, DYRK1A inh -3, KCNK9 inh inactive, KCNK3 block inactive, ANO1 activ inactive, KCNQ1 inh inactive, TRPC4 potent inactive, KCNQ1 act inactive and hERG protect -5.
`CC(OC(=O)C1CCCCC1)C(=O)Nc1cccc(Cl)c1` (stereo not drawn) gave HDAC3 inh 8, TRPC4 act inactive, TMEM16A inh inactive, DYRK1A inh 5, KCNK9 inh inactive, KCNK3 block inactive, ANO1 activ inactive, KCNQ1 inh inactive, TRPC4 potent inactive, KCNQ1 act inactive and hERG protect -18.
CCN(CC)CCCNc1oc(-c2cccc(Cl)c2)nc1C#N was read as HDAC3 inh -81, TRPC4 act inactive, TMEM16A inh inactive, DYRK1A inh 1, KCNK9 inh inactive, KCNK3 block inactive, ANO1 activ inactive, KCNQ1 inh inactive, TRPC4 potent inactive, KCNQ1 act inactive and hERG protect -13.
For O=C(Nc1nc(-c2cc(F)ccc2F)cs1)C1=NN(c2ccccc2)C(=O)CC1 the results were HDAC3 inh 7, TRPC4 act inactive, TMEM16A inh inactive, DYRK1A inh 0, KCNK9 inh inactive, KCNK3 block inactive, ANO1 activ inactive, KCNQ1 inh inactive, TRPC4 potent inactive, KCNQ1 act inactive and hERG protect -12.
For CC1=C(C(=O)OCC(C)C)C(c2cc3c(cc2Br)OCO3)NC(=O)N1C (stereo not drawn) the results were HDAC3 inh inconclusive, TRPC4 act inactive, TMEM16A inh inactive, DYRK1A inh 9, KCNK9 inh inactive, KCNK3 block inactive, ANO1 activ inactive, KCNQ1 inh inactive, TRPC4 potent inactive, KCNQ1 act inactive and hERG protect -5.
`Cc1nn(Cc2ccccc2)c2c1C(c1ccc(Cl)cc1)C(C#N)=C(N)O2` (stereo not drawn) gave HDAC3 inh -2, TRPC4 act inactive, TMEM16A inh inactive, DYRK1A inh -7, KCNK9 inh inactive, KCNK3 block inactive, ANO1 activ inactive, KCNQ1 inh inactive, TRPC4 potent inactive, KCNQ1 act inactive and hERG protect -5.
For COC(=O)c1cc(S(=O)(=O)N2CCCCC2)ccc1N1CCOCC1 the results were HDAC3 inh -6, TRPC4 act inactive, TMEM16A inh inactive, KCNK9 inh inactive, KCNK3 block inactive, ANO1 activ inactive, KCNQ1 inh inactive, TRPC4 potent inactive, KCNQ1 act inactive and hERG protect -16.
For CCOC(=O)N1CCN(C(=O)Nc2cccc3ccccc23)CC1 the results were TRPC4 act inactive, TMEM16A inh inactive, DYRK1A inh 1, KCNK9 inh inactive, KCNK3 block inactive, ANO1 activ inactive, KCNQ1 inh inactive, TRPC4 potent inactive, KCNQ1 act inactive and hERG protect 3.
Screening N#CC(c1ccccc1)c1ccc2c(C(F)(F)F)cc(C(F)(F)F)nc2n1 (stereo not drawn) returned HDAC3 inh 3, TRPC4 act inactive, TMEM16A inh 100*, DYRK1A inh 6, KCNK9 inh inactive, KCNK3 block inactive, ANO1 activ inactive, KCNQ1 inh inactive, TRPC4 potent inactive, KCNQ1 act inactive and hERG protect -1.
Screening CC(C)c1ccc(-c2c(C#N)c(N)nc(SCC(=O)N3CCCCC3)c2C#N)cc1 returned HDAC3 inh 3, TRPC4 act inactive, TMEM16A inh inactive, DYRK1A inh -1, KCNK9 inh inactive, KCNK3 block inactive, ANO1 activ inactive, KCNQ1 inh inactive, TRPC4 potent inactive, KCNQ1 act inactive and hERG protect -10.
Screening Cc1ccc(NC(=O)c2ccc(=O)n(CC(=O)Nc3ccccc3)n2)cc1 returned HDAC3 inh 2, TRPC4 act inactive, TMEM16A inh inactive, DYRK1A inh -3, KCNK9 inh inactive, KCNK3 block inactive, ANO1 activ inactive, KCNQ1 inh inactive, TRPC4 potent inactive, KCNQ1 act inactive and hERG protect -6.
Screening CCCn1c(C2CC(=O)N(c3cc(OC)ccc3OC)C2)nc2ccccc21 (stereo not drawn) returned TRPC4 act inactive, TMEM16A inh inactive, DYRK1A inh -1, KCNK9 inh inactive, KCNK3 block inactive, ANO1 activ inactive, KCNQ1 inh inactive, TRPC4 potent inactive, KCNQ1 act inactive and hERG protect -28.
`COc1ccc(CCNC(=O)C2CC(=O)N(c3ccc(C(C)(C)C)cc3)C2)cc1OC` (stereo not drawn) gave HDAC3 inh 1, TRPC4 act inactive, TMEM16A inh inactive, DYRK1A inh -1, KCNK9 inh inactive, KCNK3 block inactive, ANO1 activ inactive, KCNQ1 inh inactive, TRPC4 potent inactive, KCNQ1 act inactive and hERG protect -12.
`O=C(NNC(=O)c1ccc(O)cc1O)c1ccc(-c2ccccc2)cc1` gave HDAC3 inh -1, TRPC4 act inactive, TMEM16A inh inactive, DYRK1A inh 4, KCNK9 inh inactive, KCNK3 block inactive, ANO1 activ inactive, KCNQ1 inh inactive, TRPC4 potent inactive, KCNQ1 act inactive and hERG protect -18.
For CC1CCCCN1S(=O)(=O)c1ccc(C(=O)Nc2nnc(-c3ccccc3Cl)o2)cc1 (stereo not drawn) the results were HDAC3 inh -1, TRPC4 act inactive, TMEM16A inh inactive, DYRK1A inh -1, KCNK9 inh inactive, KCNK3 block inactive, ANO1 activ inactive, KCNQ1 inh inactive, TRPC4 potent inactive, KCNQ1 act inactive and hERG protect 4.
COC(=O)CN1C(=S)N(c2ccc(OC)cc2)C(=O)C1CC(=O)Nc1ccc(F)cc1 (stereo not drawn) was read as HDAC3 inh 0, TRPC4 act inactive, TMEM16A inh inactive, DYRK1A inh -2, KCNK9 inh inactive, KCNK3 block inactive, ANO1 activ inactive, KCNQ1 inh inactive, TRPC4 potent inactive, KCNQ1 act inactive and hERG protect 0.
Screening Fc1ccc(CSc2ccc3nnc(-c4ccccn4)n3n2)cc1 returned HDAC3 inh -3, TRPC4 act inactive, TMEM16A inh inactive, KCNK9 inh inactive, KCNK3 block inactive, ANO1 activ inactive, KCNQ1 inh inactive, TRPC4 potent inactive, KCNQ1 act inactive and hERG protect -7.
`CC(C)NC(=O)N1CCN(c2ccncc2S(=O)(=O)N2CCCCC2)CC1` gave HDAC3 inh -3, TRPC4 act inactive, TMEM16A inh inactive, DYRK1A inh -1, KCNK9 inh inactive, KCNK3 block inactive, ANO1 activ inactive, KCNQ1 inh inactive, TRPC4 potent inactive, KCNQ1 act inactive and hERG protect -11.
`Clc1cccc(NCc2nnc(SCc3ccc(Cl)cc3Cl)o2)c1` gave HDAC3 inh 5, TRPC4 act inactive, TMEM16A inh inactive, DYRK1A inh 8, KCNK9 inh inactive, KCNK3 block inactive, ANO1 activ inactive, KCNQ1 inh inactive, TRPC4 potent inactive, KCNQ1 act inactive and hERG protect -6.
`Cc1ccccc1N1C(S)=C(C#N)C(=O)NC1c1ccco1` (stereo not drawn) gave HDAC3 inh 11, TRPC4 act inactive, TMEM16A inh inactive, DYRK1A inh 4, KCNK9 inh inactive, KCNK3 block inactive, ANO1 activ inactive, KCNQ1 inh inactive, TRPC4 potent inactive, KCNQ1 act inactive and hERG protect -9.
Screening C#CCOCCOCCOCCNc1nc(N2CCOCC2)nc(N2CCN(C(=O)CCCCCCCCCCNC(=O)[C@@H](CCC(=O)O)n3cc(CCCCCN)nn3)CC2)n1 returned HDAC3 inh 3, TMEM16A inh inactive, DYRK1A inh 6, KCNK3 block inactive and ANO1 activ inactive.
